proKLK7 act = activators of human kallikrein-7 zymogen | purified proKLK7, EDANS-DABCYL substrate fluorescence; 100% is mature enzyme control, 0% vehicle | activation, % at 7 µM | 370,000 compounds, 0.9% hits | AID 652039;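 active means activation above the mean of all tested compounds plus 3 SD, computed per campaign excluding outliers beyond control limits, cut at about 13% in these data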
TCR CD3 inh = blocks the human TCR-CD3 interaction | AID 651800 | TAMRA-labeled TCR probe fluorescence, biochemical | 360,000 compounds, 0.37% hits | inhibition, % at 9.4 µM; in the data active means inhibition above about 19%;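 further: recombinant mutant TCR 2C K166C tagged with TAMRA read by polarization; 0% = receptor in buffer alone and 100% = receptor with positive control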
UHRF1 binding = human UHRF1 methylated DNA binding inhibitors; UHRF1 binding to methylated oligo, TR-FRET; inhibition, % at 4.4 µM; 370,000 compounds, 0.75% hits; in the data active means inhibition above about 21%;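 further: UHRF1 SRA domain binding a hemimethylated CpG hairpin DNA probe; 0% = median of test compound wells and 100% = reference inhibitor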
TDP2 absorb = blocks human TDP2 phosphodiesterase activity | O95551 | recombinant TDP2, T5PNP hydrolysis, p-nitrophenol absorbance 415 nm | 370,000 compounds, 0.34% hits | inhibition, % at 12.8 µM;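 active means inhibition above the mean of all tested compounds plus 3 SD, set per campaign, cut at about 25% in these data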;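 further: 0% = DMSO with enzyme and 100% = buffer with substrate but no TDP2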
Target sequence (O95551 whole entry, looked up): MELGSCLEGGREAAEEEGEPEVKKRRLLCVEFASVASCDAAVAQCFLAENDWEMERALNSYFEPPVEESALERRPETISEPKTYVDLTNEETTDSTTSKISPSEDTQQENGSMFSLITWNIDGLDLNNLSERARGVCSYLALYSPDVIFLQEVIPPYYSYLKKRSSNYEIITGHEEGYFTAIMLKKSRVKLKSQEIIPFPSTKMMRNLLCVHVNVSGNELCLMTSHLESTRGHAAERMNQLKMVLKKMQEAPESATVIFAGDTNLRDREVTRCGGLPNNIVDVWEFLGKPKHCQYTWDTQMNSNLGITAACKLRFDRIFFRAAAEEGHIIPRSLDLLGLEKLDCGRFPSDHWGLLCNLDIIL
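Test system: Human TDP2 enzyme | Reagent: 5 mM T5PNP | Compound dosing: 12.8 µM single point, 1% DMSO | Incubation: Enzyme reaction with compound for 2 h at 37 °C | Technique: p-Nitrophenol epi absorbance | Read-out: % inhibition relative to enzyme-containing and enzyme-free wells | Benchmarks: High control without enzyme, low control DMSO plus TDP2 | Replicates: Singlicate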
LEDGF integ inh = blocks HIV-1 LEDGF/p75-dependent DNA integration; TR-FRET IN-LEDGF/p75 DNA integration, Eu/Cy5; inhibition, % at 3.7 µM; 370,000 compounds, 0.64% hits; AID 743269;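 active means inhibition above the screen-wide mean plus 3 SD, cut at about 13% in these data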;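 further: signal is the Cy5 over europium emission ratio at 671 and 618 nm; 0% = plate median of compound wells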
PRMT1 inh = PRMT1 (human) inhibition, primary screen; 370,000 compounds, 1.3% hits; inhibition, % at 2.79 µM; Q99873; recombinant PRMT1, activity-based probe fluorescence polarization;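 active means inhibition above about 21% made by adding two undisclosed values, limit read from the data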
SIAE primary = human SIAE inhibition, primary screen | Q9HAT2 | SIAE FP-Rh probe binding, fluorescence polarization | inhibition, % at 9.66 µM | 370,000 compounds, 0.69% hits | AID 1053197;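 active means inhibition above a cutoff: mean of compounds within the control limits plus 3 SD of those, cut at about 17% in these data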;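 further: 0% = plate median of compound wells and 100% = probe without SIAE protein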
Target sequence (Q9HAT2 whole entry, looked up): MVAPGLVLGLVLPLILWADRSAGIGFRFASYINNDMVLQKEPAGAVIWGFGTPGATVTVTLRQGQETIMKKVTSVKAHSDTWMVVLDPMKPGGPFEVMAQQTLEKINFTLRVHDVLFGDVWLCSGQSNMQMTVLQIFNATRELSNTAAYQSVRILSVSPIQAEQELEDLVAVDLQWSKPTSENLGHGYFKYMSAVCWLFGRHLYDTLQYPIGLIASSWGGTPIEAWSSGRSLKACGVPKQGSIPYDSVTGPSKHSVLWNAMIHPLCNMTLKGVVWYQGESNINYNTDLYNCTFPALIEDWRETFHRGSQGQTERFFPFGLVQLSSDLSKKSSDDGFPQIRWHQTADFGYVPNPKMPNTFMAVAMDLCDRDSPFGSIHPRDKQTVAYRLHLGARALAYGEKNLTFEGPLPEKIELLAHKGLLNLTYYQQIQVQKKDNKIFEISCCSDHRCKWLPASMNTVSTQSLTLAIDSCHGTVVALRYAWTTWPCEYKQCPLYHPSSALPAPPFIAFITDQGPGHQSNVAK
Tn6 DDE FP = inhibitors of Tn6 peptide binding to human fibrin DD(E); 370,000 compounds, 0.21% hits; P02675; AID 720509; Fibrin DD(E) TRITC-Tn6 fluorescence polarization displacement; inhibition, % at 8.3 µM;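 active means inhibition above a per-campaign cutoff: mean of compounds within control limits plus 3 SD, cut at about 15% in these data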;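 further: 0% = median of all compound wells on the plate and 100% = blocking peptide control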
Tn7 DDE FP = DD(E)-Tn7 binding inhibition, primary FP screen. 370,000 compounds, 0.13% hits. FP displacement of FITC-Tn7 peptide from fibrin DD(E); 0% = median of compound wells per plate. inhibition, % at 8.3 µM;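 active means inhibition above the mean of compounds falling within the control limits plus 3 SD of them, cut at about 14% in these data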;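 further: 0% = plate median of compound wells and 100% = 10 µM Aha-Tn7 peptide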
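Test system – human fibrin DD(E) · Times – 10 min preincubation, 3 h with tracer, room temperature · Detection – fluorescence polarization of the labelled Tn7 tracer · Measure – percent inhibition normalized to high-control wells · Benchmarks – high control wells with 10 µM unlabelled Aha-Tn7 peptide (full inhibition) · Repeats – singlicate testing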
MBD2 DNA inh = inhibitors of human MBD2 binding to methylated oligonucleotide. Q9UBB5. TR-FRET. inhibition, % at 4.4 µM. 370,000 compounds, 0.31% hits. AID 686964; in the data active means inhibition above about 13%
The depositor's hits bear a star; · = not tested or not shown.

SMILES	proKLK7 act	TCR CD3 inh	UHRF1 binding	TDP2 absorb	LEDGF integ inh	PRMT1 inh	SIAE primary	Tn6 DDE FP	Tn7 DDE FP	MBD2 DNA inh
CNC(=O)C1=C(C)n2c(nc3ccccc32)NC1c1ccc(OC)cc1 (configuration not stated)	-1.9	-10	-1	3	-2	0	1	4	0	-1
O=C(CCNS(=O)(=O)c1ccc(Br)cc1)NCC1CCCO1 (configuration not stated)	-0.2	-8	1	-5	0	-4	-5	0	-10	-3
CC(C(=O)Nc1ccccc1Br)N1c2cccc3cccc(c23)S1(=O)=O (configuration not stated)	-35	-3	-1	-1	-4	3	2	0	-5	2
O=C(O)C1CC=CCC1C(=O)Nc1ccccc1C(=O)N1CCN(c2ccc(Cl)cc2)CC1 (configuration not stated)	-0.1	1	1	-3	1	1	6	-6	-2	-3
Cc1cccc(N=C2C(=O)Nc3c(Cl)cccc32)c1	-1.0	1	-5	9	-1	2	-3	5	3	-3
CC(=O)C1=C(O)CC(c2ccccc2)CC1=NCCc1c(C)[nH]c2ccccc12 (configuration not stated)	-0.4	1	-3	2	-3	0	8	1	-1	4
Nc1nonc1-n1nnc(C(=O)N/N=C/c2cccs2)c1CSc1ccccc1	-0.3	-8	-1	4	-2	8	-5	-6	-5	0
CC[C@]12C(=O)N(C)C[C@H]([C@@H]3C(=O)N(Cc4ccccc4)C(=O)[C@@H]31)N2C(=O)c1ccc(Br)cc1	0.6	1	2	-11	-3	1	-4	4	0	-5
COc1ccc(C(=O)CC(=O)O)c2c1C=CC(C)(C)O2	-0.4	-5	5	-7	-1	5	-5	6	2	2
COc1ccc(/C=C2/SC(=O)N(CCCCCC(=O)Nc3ccccc3C(=O)O)C2=S)cc1	-0.3	-9	2	-7	3	0	1	-7	8	-4
Cc1cc(OCC(=O)NCCCN2CCOCC2)cc(C)c1Cl	0.1	4	0	9	-2	-3	3	-5	1	3
Cc1ccc(-n2c(SCC(=O)Nc3ccc(Cl)cc3)nc(O)cc2=O)cc1	-0.5	-7	1	5	0	1	-26	-3	0	0
O=C(Nc1cccc(-n2cnnn2)c1)C1CCCN(Cc2cccc(C(F)(F)F)c2)C1 (configuration not stated)	0.3	-8	0	0	2	-2	-4	10	-3	-4
Cc1noc(C)c1C(=O)NCC1COc2ccccc2O1 (configuration not stated)	0.2	6	0	6	1	-2	-3	0	-1	2
Cc1ccc(N(C)S(=O)(=O)c2cccc(C(=O)NC3=NCCS3)c2)cc1	0.3	1	-2	-8	-2	0	-11	5	2	0
COC(=O)c1ccc(NC(=O)CCc2nnc3ccc(NCc4ccco4)nn23)cc1	-0.4	2	8	-10	1	10	9	-12	-4	14*
COc1ccc(CNCCS(=O)(=O)NN2CCOCC2)cc1	-0.4	1	1	3	1	-1	5	1	1	-1
COc1ccc(C(C(=O)NC(C)(C)C)N(C(=O)CCC(=O)Nc2ccccn2)C2CCCCC2)cc1 (configuration not stated)	0.0	9	1	2	1	-1	5	4	10	1
C=CCn1c(=O)/c(=C/c2ccc(O)cc2)s/c1=C(/C#N)c1nnc2n1CCCCC2	0.3	-12	-3	1	1	-2	-12	1	-1	1
Cc1ccc(-n2c(SCC(=O)c3ccccc3Cl)nnc2-c2cnccn2)cc1	-0.1	·	3	1	2	-1	-10	7	-1	1
Cc1ccnc(NS(=O)(=O)c2ccc(NS(=O)(=O)c3ccccc3)cc2)n1	0.0	4	-4	0	2	0	6	1	-1	2
O=C(O)c1cccc(N2C(=O)c3cc4cccc(Br)c4cc3C2=O)c1	-0.4	-4	-1	0	-5	1	-2	7	4	1
COc1ccc(N2CCN(C(=O)CCCC3=NS(=O)(=O)c4ccccc4N3)CC2)cc1	-0.3	-12	3	0	2	0	5	6	-2	6
Cc1ccc(NC(=O)c2ccc(CSc3nnnn3C)cc2)cc1	1.1	8	0	5	-2	-1	1	8	-1	-1
COc1ccc(NC(=O)C(c2ccc(C#N)cc2)n2c(=O)c(-c3ccco3)nc3ccccc32)cc1 (configuration not stated)	-0.3	0	-5	9	4	5	-5	-2	-1	-7
O=C(c1ccc(F)cc1)N1CCC(C(=O)N2CCN(c3ncccn3)CC2)CC1	-0.2	-2	0	-9	0	2	-4	-10	-5	0
COc1ccc(NS(=O)(=O)c2cccc(C(=O)NNC(=O)c3ccc(NC(C)=O)cc3)c2)cc1	-0.4	5	-2	7	2	1	2	-9	-2	-6
OCCCNc1ncnc2c1ncn2[C@H]1CN(Cc2ccco2)C[C@@H](CO)O1	0.2	0	-1	3	-1	5	4	-3	-2	-3
COCCNc1nc(NCCOc2ccccc2Cl)c2sccc2n1	0.8	0	-3	2	-4	0	-2	3	1	0
COC(=O)[C@]12C[C@H](CC(=O)NCc3cccc(C(F)(F)F)c3)C(=O)N(Cc3ccco3)C1=C[C@H](COCc1ccccc1)O[C@@H]2C	0.5	·	-4	-7	8	-1	2	-3	-9	-6
CC(C)CN(C(=O)CSc1ncnc2sccc12)C1CCS(=O)(=O)C1 (configuration not stated)	0.0	3	1	1	-1	0	-11	2	1	-1
COC(=O)c1ccc(NC(=O)CSc2nc3cccnc3n2C)cc1	-0.3	3	-1	-5	0	3	-1	-12	0	-3
CC1(C)CC(=O)C(C=NCCN2CCNC2=O)=C(O)C1	-1.0	-4	4	5	-3	1	-4	-5	5	5
CCc1ccc(NC(=O)Cn2nc(C)n3cccc3c2=O)cc1	0.4	3	-2	11	3	-5	5	-10	1	-4
Cc1nc(-c2ccc(Cl)cc2)sc1C1(C)CC(c2ccc(C#N)cc2)=NO1 (configuration not stated)	-1.4	5	-3	-2	-1	0	-3	-6	1	1
COC(=O)[C@]12C[C@H](CC(=O)N3CCOCC3)C(=O)N(Cc3ccco3)C1=C[C@H](COCc1ccccc1)O[C@@H]2C	0.2	·	0	-6	2	0	-2	-3	-8	0
CCOc1ccc(NC(=O)CSc2nccn(-c3ccc4c(c3)OCCO4)c2=O)cc1	0.8	4	0	-1	1	22*	-1	-4	-3	-7
O=[N+]([O-])c1ccc(C[n+]2ccccc2)cc1	0.5	6	-1	13	-2	-1	3	2	-7	-2
COc1ccc(N2CCN(C(=O)CCn3nnc4ccccc43)CC2)cc1	0.3	1	-2	-7	-1	-2	-5	3	1	-1
CCCOc1ccc(-c2cnc(N)s2)cc1	0.8	5	-2	-7	-2	-2	13	0	-6	3

The closing five compounds of the section above come first, to join the parts:
SMILES	proKLK7 act	TCR CD3 inh	UHRF1 binding	TDP2 absorb	LEDGF integ inh	PRMT1 inh	SIAE primary	Tn6 DDE FP	Tn7 DDE FP	MBD2 DNA inh
COC(=O)[C@]12C[C@H](CC(=O)N3CCOCC3)C(=O)N(Cc3ccco3)C1=C[C@H](COCc1ccccc1)O[C@@H]2C	0.2	·	0	-6	2	0	-2	-3	-8	0
CCOc1ccc(NC(=O)CSc2nccn(-c3ccc4c(c3)OCCO4)c2=O)cc1	0.8	4	0	-1	1	22*	-1	-4	-3	-7
O=[N+]([O-])c1ccc(C[n+]2ccccc2)cc1	0.5	6	-1	13	-2	-1	3	2	-7	-2
COc1ccc(N2CCN(C(=O)CCn3nnc4ccccc43)CC2)cc1	0.3	1	-2	-7	-1	-2	-5	3	1	-1
CCCOc1ccc(-c2cnc(N)s2)cc1	0.8	5	-2	-7	-2	-2	13	0	-6	3
Cc1onc(-c2ccccc2)c1CNC(=O)Nc1ccc(C(F)(F)F)cc1	0.1	3	-2	6	4	-3	-20	-5	6	-2
CCOc1ccc(S(=O)(=O)NCC2CCCO2)c2cccnc12 (configuration not stated)	2.1	1	2	-4	-6	0	-8	2	2	2
Cc1ccc(C(=O)O)cc1-c1ccc(C=C2C(=O)c3ccccc3C2=O)o1	0.4	4	15	-4	5	13	1	-4	-3	4
COc1ccc(NC(=O)CSc2nnc(Cc3ccc(C)cc3)c(=O)n2N)cc1	0.1	6	-6	-13	2	19	-3	-2	-14	-6
Cc1ccc(CNC(=O)CCC(=O)n2ncc3cc(C)ccc32)cc1	-0.3	0	0	4	1	-3	4	-2	-2	-5
C=CCCN([C@H](CO)Cc1ccccc1)S(=O)(=O)c1ccccc1Br	0.4	-5	1	4	2	1	-4	-2	2	1
N#CCCn1cc(C(=O)O)c(-c2cccs2)n1	-0.5	-1	1	7	-1	4	-10	-4	4	3
CC(C)CCNC(=O)CCn1nc(-c2ccccc2)ccc1=O	0.0	4	-3	12	-1	-3	2	2	7	-9
O=C(O)C1CCCCC1C(=O)Nc1ccc2c(c1)CCC2 (configuration not stated)	0.5	-2	1	-11	4	-2	-4	4	-7	-1
O=C(c1cc2cc(Cl)ccc2[nH]1)N1CCN(c2ccccc2F)CC1	0.1	-8	2	6	-1	2	-4	2	5	4
O=C(NC1(C(F)(F)F)NC(=O)N(Cc2ccco2)C1=O)c1cccs1 (configuration not stated)	-0.9	7	-4	12	3	0	4	-2	0	-4
CCCC(=O)N(CCN1CCOCC1)c1nc2ccc(OCC)cc2s1	0.7	9	0	0	-2	-3	3	1	-3	-2
COc1cccc(-c2nc(CS(=O)CC(=O)NCc3ccccc3)c(C)o2)c1 (configuration not stated)	0.1	2	1	4	-3	3	-1	1	-2	-3
Cc1cc(C)c(NC(=O)COC(=O)C2CCC(=O)N2)c(C)c1 (configuration not stated)	0.0	6	-1	10	-1	3	-4	2	9	2
C=CC[C@@H](Cc1ccc(F)cc1)C(=O)OC[C@@H]1CCCN1C(=O)[C@H](CC=C)CC(=O)N[C@H](CO)Cc1ccccc1	0.1	-5	2	-20	3	-1	2	0	3	-1
O=C(Nn1c(-c2ccncc2)nc2ccccc2c1=O)c1ccc(Br)cc1	0.8	-1	7	-8	-6	2	4	-7	5	4
COc1ccc(NCC(O)Cn2c(C)c(C)c3ccccc32)cc1 (configuration not stated)	0.5	0	1	5	-2	2	10	4	3	-5
COc1ccc(C(=O)C(C)OC(=O)CN2C(=O)c3ccccc3C2=O)cc1 (configuration not stated)	-0.2	1	3	-3	-1	0	-1	-2	3	-1
CC(=O)OCC(=O)C1(O)CCC2C3CCC4=CC(=O)CCC4(C)C3C(O)CC21C (configuration not stated)	-0.1	6	-2	-2	1	-2	-4	-8	8	0
COc1cccc(NC(=O)c2ccc3c(c2)CCCC3)c1	0.2	1	1	-7	-4	0	3	4	0	2
COc1ccccc1CC(=O)NCCN1C(=O)C2C3C=CC(C3)C2C1=O (configuration not stated)	-0.5	·	2	-1	-2	3	-5	-1	3	3
Cn1c(NCc2ccc3occc3c2)nc2cc(-c3cccc(C(F)(F)F)c3)sc2c1=O	-0.2	2	-1	1	-1	-2	-13	-3	1	-7
COc1ccccc1CNS(=O)(=O)c1c(C)nc2scc(C)n2c1=O	6.0	0	1	-7	-9	1	-8	-1	1	3
COC(=O)c1ccc(CNC(=O)COC(=O)/C=C/c2ccc(O)c(OC)c2)cc1	-0.3	6	-5	6	1	-2	7	4	8	0

Compound activity from PubChem.
